# GLP1R inv ag: inverse agonists of human GLP-1 receptor; Potency, µM (titrated, usually from 38.3 µM), inactives show at the highest dose activity change, negative = inhibition, most hits filed as inhibitors; P43220; 410,000 compounds, 1.6% hits; HEK293 GLP-1R CRE-luciferase, luminescence, 24 h; GLP-1R form is constitutively active; further: potency means the concentration at half of the fitted maximal effect; on the % scale 0 is the no-effect control and ±100 the full control effect; nearly all actives have a fitted effect of over 55% in size
# Target sequence (P43220 whole entry, looked up): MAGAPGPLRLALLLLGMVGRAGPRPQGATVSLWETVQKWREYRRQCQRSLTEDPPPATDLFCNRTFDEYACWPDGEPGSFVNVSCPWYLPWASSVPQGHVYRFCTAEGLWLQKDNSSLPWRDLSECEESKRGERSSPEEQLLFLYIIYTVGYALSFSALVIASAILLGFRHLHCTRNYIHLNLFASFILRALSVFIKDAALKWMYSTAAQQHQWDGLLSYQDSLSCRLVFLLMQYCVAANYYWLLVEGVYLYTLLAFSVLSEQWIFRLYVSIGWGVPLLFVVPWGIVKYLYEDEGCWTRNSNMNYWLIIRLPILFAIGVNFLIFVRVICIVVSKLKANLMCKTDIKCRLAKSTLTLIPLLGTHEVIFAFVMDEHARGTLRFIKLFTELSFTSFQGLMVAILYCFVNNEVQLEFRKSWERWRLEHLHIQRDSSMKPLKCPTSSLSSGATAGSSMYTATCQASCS
#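 qHTS in 1536-well format: reporter HEK293 cells expressing constitutive GLP-1R activity in DMEM + 10% Nu serum, 24 hr with compounds at 37 deg C, luminescence read after 12 min with detection reagent.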
# Akt phos inh: Akt phosphorylation inhibition; 360,000 compounds, 0.32% hits; activity change, % for hits at 50 µM; Neuro2A IGF-stimulated pAkt S473 HTRF, 20 min; active compounds read low; in the data active means activity change below about -80%; inconclusive means mostly about -51% to -80%; further: on the % scale 0 is the no-effect control and ±100 the full control effect
#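 Neuro2A cells in DMEM with 0.5% FBS, overnight at 37 deg C, given compound at single 50 µM final, then IGF (6 nM final) for 20 min at 37 deg C. Lysed; phospho-Akt Ser473 by HTRF after 24 h, 665/615 ratio.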
# Abeta yeast res: restores growth of yeast expressing A-beta42 peptide; AID 1347071; 410,000 compounds, 0.063% hits; yeast expressing A-beta42, growth rescue, OD600, 48 h; response scale: 0% DMSO, 100% iron-clioquinol control; Potency, µM (doses to about 46.1 µM), without a hit: top-dose growth rescue, hits mostly activators; further: potency means the concentration at half of the fitted maximal effect; nearly all actives have a fitted effect of over 55% in size
#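 Yeast A-beta toxicity model in growth medium with pinned compounds, 48 h at 30 C; growth read as absorbance at 600 nm. Normalized to FeCl3/clioquinol equimolar mix (positive) and DMSO (negative).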
# PTHR1 ag: PTHR1 (human) receptor agonism; HEK293 GP2 PTHR1 cells, GloSensor cAMP luminescence, 1 h; Potency, µM (series often up to 115 µM), for inactives: top-dose activation, usual class: activators; 410,000 compounds, 0.075% hits; AID 743266; further: potency means the concentration at half of the fitted maximal effect; nearly all actives have a fitted effect of over 55% in size; some results filed as inactive show a strong effect at the top dose; inactives centre near -15; many of its hits are not listed in these tables
# Target sequence (Q03431 whole entry, looked up): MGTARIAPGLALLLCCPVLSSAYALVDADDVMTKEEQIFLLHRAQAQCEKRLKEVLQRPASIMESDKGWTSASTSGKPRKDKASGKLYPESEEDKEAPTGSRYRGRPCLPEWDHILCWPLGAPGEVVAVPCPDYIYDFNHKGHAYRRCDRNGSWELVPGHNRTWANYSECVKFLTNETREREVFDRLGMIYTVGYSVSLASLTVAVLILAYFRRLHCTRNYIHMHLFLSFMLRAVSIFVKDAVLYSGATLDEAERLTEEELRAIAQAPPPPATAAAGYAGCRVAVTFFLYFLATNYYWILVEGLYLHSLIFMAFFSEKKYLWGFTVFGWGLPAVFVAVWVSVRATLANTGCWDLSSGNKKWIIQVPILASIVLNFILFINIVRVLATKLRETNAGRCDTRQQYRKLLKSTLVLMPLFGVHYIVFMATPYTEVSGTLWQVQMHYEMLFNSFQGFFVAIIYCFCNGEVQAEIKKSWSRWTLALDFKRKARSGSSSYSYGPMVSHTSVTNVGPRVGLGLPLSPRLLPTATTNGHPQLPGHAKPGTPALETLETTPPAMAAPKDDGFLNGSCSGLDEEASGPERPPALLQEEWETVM
#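 HEK-293-derived GP2 cells expressing PTHR1 and a GloSensor cAMP reporter, 3,000/well, plated overnight, given luciferin plus IBMX (each 0.5 mM as added) for 1 h at 37 °C, then compound for 1 h at 37 °C. Luminescence was read after 15 min at room temperature.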
# TDP43 rescue: inhibitors of TDP-43 toxicity in yeast; TDP-43 expressing yeast growth rescue, BacTiter-Glo, 24 h; Potency, µM (doses to about 46.1 µM), without a hit: at the highest dose growth rescue (activation), actives largely listed as activators; 410,000 compounds, 1.8% hits; AID 652104; further: potency means the concentration at half of the fitted maximal effect; % of control where 0% means no effect; nearly all actives have a fitted effect of over 50% in size
#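 Growth rescue of TDP-43-toxic yeast measured as ATP luminescence (BacTiter-Glo). Cells grown to mid-log in raffinose, induced in galactose at OD600=0.02, exposed to compound 24 hr at 30 deg C.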
# FUS yeast rescue: FUS proteinopathy suppression in yeast | 390,000 compounds, 0.24% hits | Potency, µM (titrated, usually from 76.6 µM), for inactives: top-dose growth rescue (activation), most hits filed as activators | S. cerevisiae FUS-expressing, growth rescue, OD600, 24 h;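 further: potency means the concentration at half of the fitted maximal effect; plate controls were DMSO vehicle for no effect and reference control for full effect; nearly all actives have a fitted effect of over 55% in size; some results filed as inactive show a strong effect at the top dose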
#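 Yeast expressing FUS under galactose induction, OD 0.005 in 2% galactose medium; compounds in a dilution series, 24 h at 30C. Growth rescue by absorbance at 600 nm; CP55940 positive control, DMSO negative.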
# GLP1R cytotox: cytotoxicity in counter-screen for GLP-1R inverse agonists | Potency, µM (doses to about 38.3 µM), for inactives: top-dose activity change, negative = inhibition, actives largely listed as inhibitors | AID 624418 | 410,000 compounds, 0.13% hits | HEK293 cAMP-luciferase reporter cells, luminescence, 24 h;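 further: loss of luciferase light is scored as toxicity; potency means the concentration at half of the fitted maximal effect; on the % scale 0 is the no-effect control and ±100 the full control effect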
#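 Seeding density was 200 cells/uL; after overnight-length (12 h) culture, 23 nL compounds went on for 24 h at 37 °C. Readout used a luciferase detection reagent, luminescence taken after 12 min at room temperature.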
# aSyn rescue: alpha-synuclein toxicity inhibition in yeast; Yeast expressing alpha-synuclein, growth rescue, BacTiter-Glo, 24 h; Potency, µM (highest dose often 46.1 µM), inactives show top-dose growth rescue (activation), usual class: activators; 370,000 compounds, 0.14% hits; AID 652106; further: potency means the concentration at half of the fitted maximal effect; % of control where 0% means no effect; nearly all actives have a fitted effect of over 65% in size
#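 Galactose-induced alpha-syn yeast (OD600=0.02, raffinose-pregrown) + pinned cpd, 24 hr, 30 deg C; growth by BacTiter-Glo luminescence. Growth restoration scores as activation.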
# MmCpn inh: blocks the Methanococcus maripaludis chaperonin Mm-Cpn; Potency, µM (doses to about 76.9 µM), for inactives: top-dose activity, negative = inhibition, hits mostly inhibitors; 330,000 compounds, 0.031% hits; purified Mm-Cpn ATPase, ADP Transcreener TR-FRET; further: potency means the concentration at half of the fitted maximal effect; on the % scale 0 is the no-effect control and ±100 the full control effect; nearly all actives have a fitted effect of over 80% in size
#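 ATPase turnover read by TR-FRET ADP competition (Eu cryptate antibody/ADP-d2, 665/590 nm): 10uM ATP final, 25nM Mm-CPN final, 30 min 37degC after 10-min compound preincubation, pH 7.4 Tris/KCl/MgCl2/DTT buffer.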
# Active calls of the source: *; i = inactive; ? = inconclusive; . = no result given; [ ] = another dose, or the depositor's remark. Unless noted, the call rests on the fitted dose curve; in most records, active means well fitted curve in the direction sought with a large enough effect; inconclusive means small, poorly fitted or top-dose-only effect, or another doubt; inactive means no such curve, though single readings can be large; an effect the other way counts as inactive or inconclusive. Not all compounds are listed. The share of hits here may be higher or lower than overall.
SMILES,GLP1R inv ag,Akt phos inh,Abeta yeast res,PTHR1 ag,TDP43 rescue,FUS yeast rescue,GLP1R cytotox,aSyn rescue,MmCpn inh
Cc1c(NC(=O)c2ccc(COc3ccc4ccccc4c3)o2)c(=O)n(-c2ccccc2)n1C,-12%,i,-3%,i,0%,.,-7%,0%,-7%
CCOC(=O)C1=C(O)/C(=C\c2ccc(OC)c(OC)c2)N=C1C,9%,.,-7%,-20%[57.5 µM],-25%,36%,7%,13%,-4%
Cc1ccccc1OCC(=O)N/N=C/c1ccc(N2CCOCC2)o1,45%[activator],i,-17%,-6%,?,35%,1%,-5%,-1%
CC(=O)N1CCC2(CC1)CC(=O)c1cc(OCC(=O)NCc3ccc(C)cc3)ccc1O2,1%,i,-10%,10%[57.5 µM],0%,23%,1%,-9%,-2%
Cc1nn(C)c(C(=O)NN)c1Cl,14%,i,-5%,4%,10%,12%,4%,-5%,-5%
NC(=O)Cc1ncc(C(F)(F)F)cc1Cl,4%,i,17%,-94%[inhibitor],2%,-40%,4%,0%,5%
COC(=O)c1ccc(NS(=O)(=O)c2ccc3c(c2)n(C)c(=O)c(=O)n3C)cc1,9%,.,-10%,7%,-10%,-13%,-9%,.,.
CN1CCc2c(sc(/N=C/c3cc(C(C)(C)C)ccc3O)c2C#N)C1,-2%,i,-16%,-17%,-4%,19%,5%,13%,2%
COCCNC(=O)CSc1nc2cc3c(cc2c(=O)n1CCCCCC(=O)NCCc1ccc(OC)c(OC)c1)OCO3,13%,.,0%,i,13%,-2%,-8%,.,.
C/C(=N/N1CCN(Cc2ccccc2)CC1)c1ccc(Br)cc1,?,i,5%,-72%[inhibitor],6%,8%,1%,-6%,0%
Cc1ccc(NC(=O)NC(=O)CSc2nnnn2C)c(C)c1,0%,i,4%,-1%[57.5 µM],-23%,15%,-7%,5%,-1%
Cc1oc2c(cc(NS(=O)(=O)c3ccc(Br)cc3)c3ccccc32)c1C(=O)OCc1ccccc1,1%,.,18%,-20%,0%,4%,2%,.,.
O=C1c2ccccc2C(=O)N1Cc1cc(-c2ccccc2Cl)no1,9%,i,-26%,-64%[inhibitor],?,7%,10%,19%,-3%
CN(C)/N=C/C=C1\CC/C(=C\c2ccc(F)c(F)c2)C1=O,14%,i,-1%,0%,-7%,-15%,-8%,-3%,.
C[C@@H](C(=O)OCC(=O)c1ccc(F)c(F)c1)N1C(=O)C2CCCCC2C1=O (some centres not stated),-4%,i,23%,-89%[inhibitor],10%,-5%,2%,-3%,-2%

# Looked up above.
# CC(=O)N1CCC2(CC1)CC(=O)c1cc(OCC(=O)NCc3ccc(C)cc3)ccc1O2 – GLP1R cytotox: 1%
# CN1CCc2c(sc(/N=C/c3cc(C(C)(C)C)ccc3O)c2C#N)C1 – PTHR1 ag: -17%

# Later entries.
SMILES,GLP1R inv ag,Akt phos inh,Abeta yeast res,PTHR1 ag,TDP43 rescue,FUS yeast rescue,GLP1R cytotox,aSyn rescue,MmCpn inh
CN(CC(=O)Nc1ccccc1Cl)C(=O)CSC(=S)N1CCCC1,2%,i,15%,i,28%,14%,8%,5%,?
CCOC(=O)CN(C(=O)CSc1nnc(-c2ccncc2)n1CCCOC)c1ccccc1,4%,i,7%,i,5%,2%,-6%,0%,-1%
CCN(CC)C(=O)CSc1nc2c(sc(=S)n2-c2ccccc2)c(=O)n1Cc1ccco1,-23%,i,-11%,i,5%,?,-29%,0%,-2%
O=c1[nH]c2cc(Cl)c(Cl)cc2o1,0%,i,12%,-16%,17%,.,-15%,-9%,.
O=C(NCc1ccccc1F)Nc1ccc([N+](=O)[O-])cc1,?,i,-11%,-25%,19%,-29%,-23%,1%,2%
Cc1cccc(NNC(N)=S)c1,-1%,i,-11%,i,4%,-5%,-1%,5%,-1%
O=C(CN1C(=O)NC(c2ccccc2)(c2ccccc2)C1=O)Nc1ccc2[nH]c(=O)[nH]c2c1,81%[activator],i,-3%,i,13%,38%,22%,-3%,-4%
N#CC1(NC(=O)CSc2nnc(-c3ccccc3F)n2N)CCCCC1,3%,i,-4%,-9%,-18%,-5%,-5%,-1%,4%
O=C(Cn1ccc2ccccc2c1=O)NCCC(=O)Nc1ccc2c(c1)OCCO2,?,i,8%,-2%[57.5 µM],3%,18%,-29%,4%,3%
COCCCN1C(=O)C(CC(=O)NC(c2ccccc2)c2ccccc2)CC(C(=O)N2CCCCCC2)=C1C (configuration not stated),5%,i,-3%,-7%,11%,27%,-1%,-4%,.
NC(=O)C[n+]1ccc(/C=N/O)cc1,18%,i,-8%,i,?,3%,2%,2%,0%
Cc1ccc(CNC(=O)C2CCC(=O)N2Cc2ccccc2Cl)cc1 (configuration not stated),8%,i,2%,i,4%,13%,-13%,9%,-5%
O=C(CCn1cnc2onc(-c3ccc(F)cc3)c2c1=O)N1CCN(c2ccc(F)cc2)CC1,?,.,-22%,-6%,?,40%,12%,.,.
O=C(COC(=O)c1ccc(O)cc1)Nc1cc(S(=O)(=O)N2CCOCC2)ccc1Cl,2%,i,-3%,-19%,7%,3%,0%,0%,0%
COc1ccc(S(=O)(=O)Nc2ccc(S(=O)(=O)N3CCCCC3)cc2)cc1OC,1%,i,8%,-9%[57.5 µM],-2%,5%,8%,0%,1%
COc1ccc(C(=O)N2CCN(c3cccc(Cl)c3)CC2)c(OC)c1,?,i,4%,i,?,14%,?,0%,-1%
CC(C#N)(NC(=O)CN1CCN(S(=O)(=O)c2cccc(F)c2)CC1)C1CC1 (configuration not stated),7%,i,4%,-24%,1%,-54%,0%,-8%,.
CSCCC(NC(=O)c1ccco1)C(=O)NCC(c1ccccc1)N(C)C (configuration not stated),1%,i,15%,i,15%,?,-5%,3%[1.84 µM],-2%
C/C(=N\NC(=O)C1CC1)c1ccc(N2CCOCC2)cc1,18%,i,-24%,-5%,-12%,-7%,-3%,-5%,-1%
COc1ccc(NC(=O)Cc2c(F)c(F)c(F)c(F)c2F)cc1OC,15%,i,-2%,i,-9%,10%,-4%,0%,0%
COc1ccc(N2CCN(C(=O)CCc3c(C)nc4c(-c5ccccc5)c(C)nn4c3C)CC2)cc1,-6%,.,0%,-28%,22µM*,?,5%,.,.
CC(C)(C)OC(=O)CN1c2cccc3cccc(c23)S1(=O)=O,?,i,19%,-6%,1%,-7%,-1%,6%,-2%
COc1cc2c(cc1OC)C(c1ccc(Br)cc1)NCC2 (configuration not stated),?,i,18%,-9%,-13%,7%,-13%,7%,.
Cc1ccc(NC(=O)COC(=O)c2ccc(S(=O)(=O)N3CCCCC3)cc2)cc1,12%,i,1%,-28%,1%,-35%,-2%,2%,-1%
CC(Sc1nc2ccccc2c(=O)n1C)C(=O)Nc1ccc2c(c1)OCCO2 (configuration not stated),-12%,i,-7%,-39%[inhibitor],-14%,1%,0%,-2%,-6%
Cc1c(-c2nc(-c3ccncc3)no2)cccc1[N+](=O)[O-],29%,i,-5%,-10%,5%,-13%,12%,-6%,-2%
CCCCn1c(=N)n(CC(=O)O)c2ccccc21,3%,i,-7%,i,-9%,1%,7%,-3%,-1%
CCCSC1=C(C#N)C(c2ccc(OC)cc2)C2=C(CC(C)(C)CC2=O)N1 (configuration not stated),?,i,-11%,-19%,1%,5%,7%,-3%,-1%
CCCCN1Cc2cc(C(=O)c3cc(OC)ccc3O)cnc2NC1=O,2%,i,-18%,i,-14%,16%,-1%,2%,1%
CCN(CC)S(=O)(=O)c1cccc(C(=O)OCC(=O)NC(C)c2ccccc2)c1 (configuration not stated),-15%,i,9%,-3%,-20%,14%,-4%,-1%,-3%
O=C(COc1cccc(C(F)(F)F)c1)Nc1cccnc1,0%,i,2%,i,?,10%,-2%,1%,-3%
COc1ccc(N(CC(=O)NC2CCCCC2)C(=O)CNC(=O)c2ccco2)c(OC)c1,3%,i,22%,i,8%,10%,-5%,-14%,0%
CCOC(=O)CCNCC1COc2ccccc2O1 (configuration not stated),10%,i,-1%,i,-5%,-9%,20%,-2%,1%
CC(C)CCN1C(Nc2ccccc2)=NC[C@@H]1C,7%,i,4%,-22%,5%,12%,1%,-1%,0%
C#CCOCCOCCOCCNc1nc(N2CCN(C(=O)Cn3cc(CCCCN)nn3)CC2)nc(N2CCN(C(=O)[C@H](CCCCN)n3cc(CCC(=O)O)nn3)CC2)n1,8%,i,3%,i,24%,-28%,4%,4%,0%
COCCCNC(=O)CC(C)c1ccccc1 (configuration not stated),14%,i,18%,0%,24%,.,3%,0%,1%
CCC(CC)C(=O)OCc1cc(=O)n2nc(C3CCCCC3)sc2n1,?,.,-10%,i,23%,18%,-3%,.,.
COC(=O)Cn1cc(/C=N/NC(=O)COc2cccc3cccnc23)c2ccccc21,15%,i,11%,i,?,.,-11%,0%,-4%
CCCCCCC(=O)Nc1ccc(Br)cn1,-10%,i,10%,-6%,-1%,7%,-7%,-10%,-1%

# From PubChem BioAssay
